Bioassay records from PubChem BioAssay.
ERG Ets-DNA blk – inhibitors of human ERG Ets domain-DNA interaction | P11308 | fluorescence polarization, His-ERG Ets domain / labelled DNA | Potency, µM (series often up to 76.9 µM), without a hit: top-dose FP activity, negative = inhibition, actives largely listed as inhibitors | 370,000 tested, 0.028% active | AID 624246; active means well fitted inhibition curve with a large enough effect in the polarisation, with a control signal flat; inconclusive means small, poorly fitted or top-dose-only effect, or effect the other way, or a change in a side signal; inactive means no such curve, though single readings can be large or run the other way; the % refers to the polarisation;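 further: polarization taken with two DNA probes labelled with fluorescein and Texas red; % of control where 0% means no effect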
Target sequence (P11308 whole entry, looked up, the tested form may be a part): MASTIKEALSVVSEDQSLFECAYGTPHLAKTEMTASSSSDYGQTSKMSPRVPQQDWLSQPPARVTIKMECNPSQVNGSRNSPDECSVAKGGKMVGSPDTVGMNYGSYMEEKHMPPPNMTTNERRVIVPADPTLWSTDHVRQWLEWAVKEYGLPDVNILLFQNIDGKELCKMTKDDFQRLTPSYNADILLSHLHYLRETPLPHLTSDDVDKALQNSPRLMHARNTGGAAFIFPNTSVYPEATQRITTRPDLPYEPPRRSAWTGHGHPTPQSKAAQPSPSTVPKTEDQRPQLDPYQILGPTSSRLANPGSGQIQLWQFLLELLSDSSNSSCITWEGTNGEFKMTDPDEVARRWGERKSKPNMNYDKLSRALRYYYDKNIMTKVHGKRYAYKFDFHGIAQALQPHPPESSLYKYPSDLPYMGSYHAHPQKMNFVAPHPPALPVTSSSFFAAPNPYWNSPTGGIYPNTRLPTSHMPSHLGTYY
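His-tagged ERG Ets domain (1 uM in the protein solution; 300mM KCl, 50mM Tris-HCl, 1mM EDTA, 1mM DTT, pH 7.5) received compound, then a probe mix of 5 nM fluorescein-DNA and 100nM Texas-615-DNA. Fluorescence polarization was read for both dyes.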
rTrxR1 inhibitor – blocks rat thioredoxin reductase 1. O89049. recombinant rTrxR1, NADPH fluorescence consumption, selenite substrate. Potency, µM (titrated, usually from 114 µM), for inactives: top-dose activity change, negative = inhibition, usual class: inhibitors. 390,000 tested, 1% active. AID 588453; further: on the % scale 0 is the no-effect control and ±100 the full control effect; nearly all actives have a fitted effect of over 65% in size
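Rat TrxR1 (90 nM in the dispensed reagent) was pre-reduced with 400 uM NADPH for 5 min at room temperature, then incubated with compound for 15 min. After 400 uM selenite was added, NADPH fluorescence (Ex 340/Em 450 nm) was followed for 8 min.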
Tb PGK inh – inhibitors of T. brucei phosphoglycerate kinase. P07378. PGK/GAPDH coupled, Kinase-Glo luminescence, 60 min. Potency, µM (doses to about 57.5 µM), inactives show top-dose activity change, negative = inhibition, actives largely listed as inhibitors. 380,000 tested, 0.043% active. AID 602233; further: on the % scale 0 is the no-effect control and ±100 the full control effect; nearly all actives have a fitted effect of over 60% in size
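Luminescent ATP detection (Kinase-Glo Plus) follows a 60-minute room-temperature incubation, with wells lacking PGK as controls. Buffer: 100 mM TEA (pH 7.6), 5 mM MgCl2, 0.01% Tween-20. Coupling enzyme GAPDH (100 nM final) supplies unstable 1,3-BPG in-well.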
HP1b chromo inh – blocks HP1-beta chromodomain binding to methylated histone tails; AlphaScreen HP1-beta / biotin-H3K9me3 peptide binding; Potency, µM (top dose mostly 114 µM), for inactives: at the highest dose activity change, negative = inhibition, usual class: inhibitors; P83916; 390,000 tested, 0.56% active; further: nearly all actives have a fitted effect of over 70% in size; inactives centre near 23
Target sequence (P83916 whole entry, looked up): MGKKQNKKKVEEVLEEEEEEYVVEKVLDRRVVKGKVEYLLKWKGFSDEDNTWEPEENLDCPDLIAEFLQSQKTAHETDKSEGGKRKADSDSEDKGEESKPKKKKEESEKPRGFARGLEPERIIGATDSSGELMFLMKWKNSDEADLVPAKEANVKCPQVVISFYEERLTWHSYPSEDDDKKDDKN
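HP1-beta protein (50 nM final) preincubated 30 min at room temperature with biotinylated H3(1-18)K9me3 peptide (50 nM) in PBS pH 7.4, 0.01% Tween-20, then compound added for 30 min. AlphaScreen streptavidin donor/nickel chelate acceptor beads (10 ug/mL final), 30 min dark, luminescence read.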
12-LOX inh – inhibitors of human 12S-lipoxygenase ALOX12 | purified 12hLO, xylenol orange hydroperoxide absorbance | Potency, µM (top dose mostly 108 µM), for inactives: at the top dose activity change, negative = inhibition, most hits filed as inhibitors | 580,000 tested, 1.1% active; further: on the % scale 0 is the no-effect control and ±100 the full control effect
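Purified human 12hLO at 150 nM in 25 mM Hepes, 0.01% Triton X-100, pH 7.0, preincubated 15 min at room temperature with compound. Reaction started with 40 uM arachidonic acid, 30 min at room temperature. Hydroperoxide measured by Fe-xylenol orange, 573/405 nm absorbance ratio.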
Pin1 inhibitor – blocks the human prolyl isomerase Pin1; Pin1 FP peptide displacement, HiFluor488, 10 min; Q13526; AID 504891; Potency, µM (doses to about 115 µM), without a hit: top-dose activity, negative = inhibition, usual class: inhibitors; 390,000 tested, 0.009% active; active means well fitted inhibition curve with a large enough effect in the polarisation, with a control signal flat, not every such curve was filed as active; inconclusive means small, poorly fitted or top-dose-only effect, or effect the other way, or a change in a side signal; inactive means no such curve, though single readings can be large or run the other way; the % refers to the polarisation; further: on the % scale 0 is the no-effect control and ±100 the full control effect
Target sequence (Q13526 whole entry, looked up): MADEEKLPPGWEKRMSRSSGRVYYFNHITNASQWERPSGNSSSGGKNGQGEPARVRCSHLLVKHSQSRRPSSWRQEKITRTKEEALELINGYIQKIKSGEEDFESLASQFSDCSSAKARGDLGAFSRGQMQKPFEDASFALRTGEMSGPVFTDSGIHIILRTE
RGS4 inhibitor – human RGS4 inhibition | P49798 | Transcreener GDP fluorescence polarization, RGS4-accelerated GTP hydrolysis | Potency, µM (highest dose often 114 µM), for inactives: top-dose activity change, negative = inhibition, hits mostly inhibitors | 390,000 tested, 0.039% active; further: on the % scale 0 is the no-effect control and ±100 the full control effect; nearly all actives have a fitted effect of over 75% in size; some results filed as inactive show a strong effect at the top dose
Target sequence (P49798 whole entry, looked up): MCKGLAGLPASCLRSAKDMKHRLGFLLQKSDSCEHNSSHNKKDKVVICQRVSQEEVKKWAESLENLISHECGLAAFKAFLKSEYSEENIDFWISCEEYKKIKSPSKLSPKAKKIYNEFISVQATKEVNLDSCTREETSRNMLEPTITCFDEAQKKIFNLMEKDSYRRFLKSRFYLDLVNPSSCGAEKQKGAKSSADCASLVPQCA
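MLSMR compounds (23 nl, pin-transferred) preincubated 10 min at room temperature with a 500nM (2x) first reagent, then RGS4 at 900nM (2x) plus Transcreener GDP mix added; fluorescence polarization (620/688 nm) read before and after 90 min at 30 °C.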
GLS inhibitor – inhibitors of human glutaminase (GLS). Potency, µM (highest dose often 45.5 µM), for the others: at the highest dose activity change, negative = inhibition, hits mostly inhibitors. GLS enzymatic activity, qHTS titration. 410,000 tested, 0.21% active; further: on the % scale 0 is the no-effect control and ±100 the full control effect
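Coupled fluorescence readout: glutamate oxidase/HRP/Amplex Red detect glutamate formed by hKGA from L-glutamine (1 mM solution added). Buffer 45 mM KH2PO4 pH 8.2, 0.02% Tween-20; reads at t0 and 30 min RT.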
JMJD2A Tudor inh – inhibitors of human JMJD2A Tudor domain; AlphaScreen JMJD2A-Tudor / H3K4me3 peptide binding; Potency, µM (titrated, usually from 114 µM), inactives show at the highest dose activity change, negative = inhibition, usual class: inhibitors; 390,000 tested, 4.4% active; AID 504339; further: on the % scale 0 is the no-effect control and ±100 the full control effect; nearly all actives have a fitted effect of over 50% in size
The depositor's hits bear a star; i = inactive; ? = inconclusive; nt = not tested or not shown; & = joins results of further samples; [ ] = another dose, or the depositor's remark. Unless noted, the call rests on the fitted dose curve; in most records, active means well fitted curve in the direction sought with a large enough effect; inconclusive means small, poorly fitted or top-dose-only effect, or another doubt; inactive means no such curve, though single readings can be large; an effect the other way counts as inactive or inconclusive. Potency means the concentration at half of the fitted maximal effect.

canonical_smiles	ERG Ets-DNA blk	rTrxR1 inhibitor	Tb PGK inh	HP1b chromo inh	12-LOX inh	Pin1 inhibitor	RGS4 inhibitor	GLS inhibitor	JMJD2A Tudor inh
CC1(C)CC(=O)C(C(c2ccco2)C2C(=O)CC(C)(C)CC2=O)C(=O)C1	1%	?	-2%	51%[activator]	?	-12%	-52%	15%	?
CCCCn1nnnc1SCC(=O)Nc1ccc2c(c1)OCCO2	-2%	-12%	1%	34%	-20%	1%	10%	6%	-20%
CCOC(=O)c1ccc(NC(=O)CN2CCN(c3ccccc3)CC2)cc1	?	-5%[57.1 µM]	6%	36%	-2%	2%	-3%[11.4 µM]	9%	16%[11.4 µM]
CCOc1ccc(OCCSc2nc(N)cc(=O)[nH]2)cc1	-3%	-17%	2%	-29%	-2%	6%	-7%	14%	-22%
COc1ccc(NC(=O)CC2C(=O)N(c3cccc(OC)c3)C(=O)N2C2CCCCC2)cc1 (centres undefined)	3%	20%	-11%	12%	25%	-1%	-31%	-13%	-11%
CC(C)Cc1nn2c(=O)cc(COC(=O)c3cccc(NC(=O)c4cccs4)c3)nc2s1	-7%	7%[57.1 µM]	i	30%	-4%	3%	19%	-1%	-8%
CC(Nc1ccccc1N1CCCCC1)C(=O)N1CCc2ccccc21 (centres undefined)	0%	11%	-3%	-25%	-2%	-10%	3%	3%	?
CN(CC(=O)Nc1ccc(Cl)c(C(F)(F)F)c1)C(=O)C1CC(=O)N(C2CCCC2)C1 (centres undefined)	0%	-10%	6%	31%	?	0%	2%	3%	-8%
Cc1cccc(C(=O)N2CCc3cc(-c4csc(NC(=O)CN5CCCC5)n4)ccc32)c1	7%	30%[57.1 µM]	i	-13%	18%	18%	-15%	-12%	?
CCOc1ccccc1CNC(=O)C1CCCN(S(=O)(=O)c2ccc3c(ccn3C)c2)C1 (centres undefined)	-1%	41%[activator][57.1 µM]	-4%	6%[57 µM]	?	?	-20%	-8%	-24%
CCC(=O)N1CCc2cc(S(=O)(=O)CCC(=O)N3CCN(c4ccc(Cl)cc4)CC3)ccc21	4%&3%	26%&12%	-8%&-9%	31%&24%	1%&-17%	-7%&5%	-18%[56.9 µM]	6%&6%	-11%&-17%
CN(CC(=O)NC1CCCCCC1)S(=O)(=O)c1ccccc1	8%	20%[57.1 µM]	nt	23%	5%	-6%	5%	-5%	0%

The list goes on, overlapping the part above by two compounds.
canonical_smiles	ERG Ets-DNA blk	rTrxR1 inhibitor	Tb PGK inh	HP1b chromo inh	12-LOX inh	Pin1 inhibitor	RGS4 inhibitor	GLS inhibitor	JMJD2A Tudor inh
CCC(=O)N1CCc2cc(S(=O)(=O)CCC(=O)N3CCN(c4ccc(Cl)cc4)CC3)ccc21	4%&3%	26%&12%	-8%&-9%	31%&24%	1%&-17%	-7%&5%	-18%[56.9 µM]	6%&6%	-11%&-17%
CN(CC(=O)NC1CCCCCC1)S(=O)(=O)c1ccccc1	8%	20%[57.1 µM]	nt	23%	5%	-6%	5%	-5%	0%
COc1ccc(C(=O)NCC(c2ccco2)N2CCc3ccccc3C2)cc1 (centres undefined)	2%	7%	0%	?	?	1%	23%	9%	-27%
Cc1ccc(S(=O)(=O)N2CCN(C(=O)CCNC(=O)c3ccccc3Cl)CC2)cc1	-2%	13%	5%	12%	?	0%	31%	4%	-3%
COc1ccc(N2CC(C(=O)Nc3nc4ccc(S(C)(=O)=O)cc4s3)CC2=O)cc1 (centres undefined)	3%	-9%	-2%	-12%	-26%	?	-3%	-9%	-29%
Cc1cnc(C(=O)OCC(=O)c2ccc(F)c(F)c2)cn1	-8%	-10%[57.1 µM]	-9%	14%	-16%	-2%	15%	-1%	-5%
Oc1ccccc1NCC(O)Cn1ccc2ccccc21 (centres undefined)	-5%	-2%	-12%	-73%	?	?	-45%	50%[activator]	2.8µM*
CC(=O)COC(=O)c1cc(-c2ccc(C)cc2)nc2ccccc12	-7%	38%[activator]	nt	44%[activator]	-1%	?	19%	2%	8%
O=C(NCc1cccnc1)Nc1ccc2c(c1)OCO2	2%	28%	-10%	29%	-13%	-3%	5%	5%	-8%
COc1ccc(C2Nc3ccccc3C(=O)N2c2ccc(C)cc2)cc1COc1ccccn1 (centres undefined)	2%	-15%	-2%	19%	-2%	4%	33%	15%	-19%
CCCOc1ccc(CNC(=O)c2cc3ccccn3n2)cc1	2%	0%[57.1 µM]	-2%	26%	-19%	-3%	-16%	-11%	-20%
CC(=O)n1nc(-c2ccco2)nc1N	-2%	-12%[57.1 µM]	-3%	37%	0%	-3%	-11%	10%	-5%
COc1ccc(NC(=O)c2cc(S(=O)(=O)N3CCc4ccccc43)cn2C)cc1	0%	2%[57.1 µM]	0%	18%	-1%	5%	13%	1%	-11%
CCN(C1CCCCC1)S(=O)(=O)c1cc(C)ccc1OC	-4%	13%	-4%	15%	?	?	11%	-18%	-13%[57.1 µM]
CC(=O)NCCC(=O)N1CCc2c([nH]c3ccccc23)C1c1cccc(Cl)c1 (centres undefined)	-28%	7%[57.1 µM]	-9%	21%	-18%	-12%	0%	-5%	-19%
N/C(=N\OCC(=O)Nc1ccccc1)c1nonc1N	-4%	4%	8%	15%[57 µM]	-30%	-1%	6%	-1%	-9%
Cc1ccc(CCNC(=O)CCS(=O)(=O)c2cc3c(cc2Cl)NC(=O)CO3)cc1	1%	19%	-6%	27%	-21%	-6%	8%	-18%	-16%
O=C(c1ccco1)c1nc2c(n1O)CCCCC2	3%	-7%[57.1 µM]	2%	-5%	?	4%	-9%	7%	-13%
Cc1cccc(N(CC(=O)N2CCCC2)S(=O)(=O)c2ccccc2)c1	3%	16%	i	27%	-9%	1%	-17%	2%	-4%
N=c1c(C(=O)NCC2CCCO2)cc2c(=O)n3ccccc3nc2n1Cc1ccco1 (centres undefined)	-2%	8%	0%	12%	?	-14%	-5%	-1%	-18%
C[C@@H](C(=O)OCC(=O)c1ccc(F)c(F)c1)N1C(=O)C2CCCCC2C1=O (some centres undefined)	1%	27%	-8%	33%	326%[activator]	-10%	29%	1%	-1%
CS(=O)(=O)c1cnc(-c2ccccc2)nc1-c1ccccc1Cl	-7%	21%[57.1 µM]	-10%	104%[activator]	-11%	-7%	-2%	3%	1%[57.1 µM]
CCOC(=O)N1CCC2(CC1)C(C#N)=C(N)Oc1c2sc2nc(C)cc(C)c12	nt	5%	nt	17%	-29%	15%	-17%	0%	-28%
CCc1nn(CCCC(=O)NCc2ccccc2OC)c(=O)c2cc3occc3n12	-11%	7%	10%	27%	-29%	-9%	13%	0%	4%
Cc1cc(NC(=O)CSCC(=O)OCC(=O)Nc2ccc(OC(F)F)cc2)no1	1%	5%	-9%	23%	-1%	-2%	-9%	-1%	-10%
O=C(CSc1ncnc2scc(-c3ccc(F)cc3)c12)c1ccc2c(c1)OCCO2	8%	11%[57.1 µM]	i	25%	-3%	20%	-27%	-4%	-12%
CC(=O)N1CCC(C(=O)Nc2ccc3c(c2)CCC3)CC1	-11%	17%	-1%	29%	-3%	-7%	17%	5%	-14%
O=C(Nc1ccc2c(c1)OCO2)C1CC(c2ccc(F)cc2)=NO1 (centres undefined)	-9%	1%	-7%	22%	17%	-7%	6%	-2%	-23%
CC(C)C(=O)NC(=S)Nc1ccc(S(=O)(=O)N(C)Cc2ccccc2)cc1	3%	6%[57.1 µM]	-3%	29%	-13%	8%	-49%	-9%	-16%
COc1ccc2c(c1)c1c(n2C)[C@@H]2CC=C(CO)[C@@H](C1)N2C	-4%	0%	-3%	19%	?	-11%	-21%	6%	-20%
FC(F)(F)c1ccccc1NC(=S)NC1CCN(Cc2ccccc2)CC1	2%	?	-5%	27%	-27%	0%	-9%	2%	-19%
O=C(OCC(=O)N1CCc2ccccc2C1)c1ccc(O)cc1	-4%	16%	i	39%	-27%	0%	0%	-1%	-18%
COc1ccc(CC(=O)NCC2(c3ccc(OC)c(OC)c3)CCOCC2)cc1	5%	7%	4%	25%	21%	1%	-13%	0%	-1%
O=C(c1ccc(-c2ccccc2Cl)o1)N1CCN(c2ccccc2O)CC1	5%	-2%[57.1 µM]	0%	-17%	-26%	0%	-24%	20%	?
CCOc1ccc(N(C(C)C(=O)N/N=C(\C)c2cccc(NC(=O)c3ccccc3)c2)S(C)(=O)=O)cc1 (centres undefined)	-3%	11%	i	-18%	16%	20%	-23%[11.4 µM]	5%	-3%[11.4 µM]
Cc1ccc2c(CSc3nc4ccccc4c(=O)n3CCCO)cc(=O)oc2c1	-14%	27%	-9%	29%	-9%	1%	19%	-5%	-20%
COc1ccccc1C(=O)N(Cc1ccc(C)o1)C1CCS(=O)(=O)C1 (centres undefined)	-9%	-9%	0%	22%	i	7%	-1%	-1%	2%
CCN(CC)S(=O)(=O)c1cccc(C(=O)N2CCCCC2)c1	8%	14%	-4%	54%[activator]	14%	-11%	-10%	1%	-11%
Cc1cccc(C)c1NC(=S)NCc1ccccc1	-8%	10%	-1%	30%	0%	-1%	7%	7%	-8%
O=C(O)/C=C/C(=O)Nc1ccc(-n2nccc2C(F)(F)F)cc1	0%	27%[57.1 µM]	i	18%	?	-2%	-9%	24%	-4%
COc1ccc(CN(C(=O)c2cc3ccccc3oc2=O)C2CCS(=O)(=O)C2)cc1OC (centres undefined)	12%&-1%	2%&17%	-12%&6%	?	38%&2%&-25%	-6%&8%	0%&12%	0%&2%	-11%&-8%

This is a subset. The share of hits here may be higher or lower than overall.
